HEK293 NFkB inh: inhibitors of the PMA/ionomycin-induced NF-kB reporter in HEK293 cells; HEK-293 NF-kB luciferase reporter, luminescence; actives 0.21% (n = 62,000); inhibition, % at 3 µM;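 active = inhibition above the mean of all tested compounds plus 3 SD, cut at about 40% in these data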;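 also: 0% = stimulated DMSO wells and 100% = 10 µM reference inhibitor 5653914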
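System – HEK-293 cells with stable firefly luciferase reporter driven by four HIV NF-kB elements · Doses – one dose, 3 µM · Schedule – 1 h compound pre-incubation, 16 h PMA/ionomycin at 37 °C · Technique – luminescence from luciferase substrate reagent · Measure – percent inhibition normalized per plate to DMSO and reference-inhibitor controls · Replicates – tested once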
S1P1 ag-PAM: S1P1 (human) agonism or agonism potentiation. P21453. actives 0.57% (n = 56,000). S1P1 CRE-bla cells, forskolin, beta-lactamase FRET, potentiator mode; S1P1 agonist co-added at EC20, 2 nM; 100% = saturating reference agonist, 0% = basal. activation, % at 9.5 µM;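 active = activation above a cutoff set at the mean activation of all tested compounds plus 3 SD, cut at about 54% in these data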;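 also: forskolin at 4 µM as EC80 and the EC20 agonist is SEW2871; 100% = SEW2871 at its EC100 plus forskolin at EC80; some compounds past the cut are filed as inactive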
S1P3 agonist: S1P3 (human) receptor agonism; Q99500; S1P3 NFAT-BLA reporter cells, FRET ratio; relative to 1 µM S1P, basal subtracted; activation, % at 4.5 µM; actives 0.1% (n = 60,000); AID 373;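 active = activation above the screen-wide mean plus 3 SD, cut at about 4.5% in these data, passing the limit was not always enough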; also: some compounds called inactive have numbers as strong as hits
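Benchmarks: high control 1 µM S1P / System: stable CHO line with human S1P3, Gα16, NFAT-BLA reporter / Dosing: single compound concentration, 4.5 µM final / Timing: 4 h compound at 37 °C, 2 h substrate at RT / Measured by: FRET β-lactamase substrate fluorescence, excitation 405 nm, 460/535 nm emission ratio, background-subtracted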
D1 allo mod: D1 dopamine receptor (human) allosteric modulation; P21728; HEK293 D1, CRE-luciferase, dopamine EC30 potentiation; actives deviate in either direction; B-score at 10 µM; actives 5.9% (n = 58,000); AID 641;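 active = luminescence count or its row- and column-corrected plate score outside the 99.7% band of the plate's sample wells, on either side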
Target sequence (P21728 whole entry, looked up): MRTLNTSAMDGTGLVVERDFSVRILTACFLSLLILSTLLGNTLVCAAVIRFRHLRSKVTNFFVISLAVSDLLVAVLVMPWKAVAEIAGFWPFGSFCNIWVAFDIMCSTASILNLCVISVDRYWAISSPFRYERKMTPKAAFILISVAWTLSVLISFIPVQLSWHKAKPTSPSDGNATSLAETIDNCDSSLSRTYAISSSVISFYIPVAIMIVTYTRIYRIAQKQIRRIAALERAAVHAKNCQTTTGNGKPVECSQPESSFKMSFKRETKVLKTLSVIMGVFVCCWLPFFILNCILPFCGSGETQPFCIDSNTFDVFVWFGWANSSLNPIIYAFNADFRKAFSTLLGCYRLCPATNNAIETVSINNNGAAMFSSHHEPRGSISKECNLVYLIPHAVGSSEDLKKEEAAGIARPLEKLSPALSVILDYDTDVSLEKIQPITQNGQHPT
5HT1a antag: antagonists of human 5-HT1a serotonin receptor. P08908. CHO 5-HT1a Ga15 NFAT-bla reporter, antagonist mode. inhibition, % at 10 µM. actives 0.68% (n = 62,000);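 active = inhibition above the mean of all tested compounds plus 3 SD, cut at about 43% in these data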;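 also: receptor stimulated by 5-CT agonist at 100 nM near EC80; beta-lactamase reporter measured by ratiometric fluorescence of a cleavable substrate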
Target sequence (P08908 whole entry, looked up): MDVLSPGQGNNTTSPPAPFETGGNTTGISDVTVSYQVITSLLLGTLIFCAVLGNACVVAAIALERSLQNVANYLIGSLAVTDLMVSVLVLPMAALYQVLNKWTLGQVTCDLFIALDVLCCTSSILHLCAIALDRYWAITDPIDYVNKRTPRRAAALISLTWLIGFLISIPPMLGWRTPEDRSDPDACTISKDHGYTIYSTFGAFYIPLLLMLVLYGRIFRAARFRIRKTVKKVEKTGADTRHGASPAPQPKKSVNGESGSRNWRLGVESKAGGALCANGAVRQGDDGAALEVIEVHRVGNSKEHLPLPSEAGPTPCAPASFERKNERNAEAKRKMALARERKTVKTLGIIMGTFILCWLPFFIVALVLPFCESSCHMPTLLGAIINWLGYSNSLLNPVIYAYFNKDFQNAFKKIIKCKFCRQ
5HT1a ag: 5-HT1a (human) receptor agonism | P08908 | CHO 5-HT1a Ga15 NFAT-bla reporter, FRET ratio; 0% basal, 100% maximal reference agonist | activation, % at 10 µM | actives 0.56% (n = 65,000);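 active = activation above the screen-wide mean activation plus 3 SD, cut at about 19% in these data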;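 also: 0% = DMSO wells and 100% = 5-CT at EC100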
Jurkat tox 60K: cytotoxic compounds reducing Jurkat cell viability. Jurkat E6.1 viability, ATP luminescence, 48 h. inhibition, % at 4 µM. actives 1.2% (n = 56,000);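 active = inhibition above the mean inhibition of all tested compounds plus 3 SD, cut at about 28% in these data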
5HT1E antag: blocks the human 5-HT1E serotonin receptor | P28566 | CHO 5-HT1E Ga15 NFAT-bla reporter, FRET, antagonist | inhibition, % at 6 µM | actives 0.99% (n = 65,000);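 active = inhibition above a set limit, the mean inhibition across every tested compound plus 3 SD, cut at about 29% in these data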;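 also: signal is the 460 over 535 nm emission ratio of beta-lactamase substrate; 0% = agonist plus DMSO wells and 100% = wells without agonist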
5HT1E ag: agonists of human 5-HT1E serotonin receptor. P28566. CHO 5-HT1E Ga15 NFAT-bla reporter, FRET; 0% DMSO wells, 100% control agonist wells. activation, % at 6 µM. actives 0.69% (n = 65,000);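 active = activation above a set limit, the screen-wide mean activation plus 3 SD, cut at about 8.5% in these data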;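 also: 100% = positive control agonist at 1 µM giving full maximal response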
Starred values were filed as active, the others as inactive; x = not tested or not shown.

SMILES	HEK293 NFkB inh	S1P1 ag-PAM	S1P3 agonist	D1 allo mod	5HT1a antag	5HT1a ag	Jurkat tox 60K	5HT1E antag	5HT1E ag
CCOC(=O)CSc1nc(-c2ccc(OC)cc2)ns1	0	-28	0.1	-1.1	-2	-1.1	-7	1	-0.4
COc1ccc(-c2nnc(SCC(=O)N3CCCCC3)o2)cc1OC	14	1	-0.1	4.9	-10	0.2	0	2	1.8
Cc1ccc2c(c1)C(N1CCCC1=O)CC(c1ccco1)N2 (stereo not drawn)	-28	-11	-0.9	-4.4*	9	-2.6	7	9	-0.1
c1ccc(Cn2nnc3c(NCC4CCCO4)ncnc32)cc1 (stereo not drawn)	7	-2	-1.6	-0.33	-4	-1.9	4	20	-0.5
COc1ccc(NC(=O)CSc2nnc(-c3ccccc3Cl)n2Cc2ccco2)c(OC)c1	5	6	-0.4	-0.8	0	1.4	1	-2	0.9
Cc1ccc(S(=O)(=O)N2CCC(C(=O)N[C@@H](C)C(=O)Nc3ccc4c(c3)OCO4)CC2)cc1	3	-10	-0.6	0.1	0	-2.9	7	-1	0.3
COc1ccc(OC)c(NC(=O)C2CCN(c3ncccn3)CC2)c1	9	8	-0.4	0.6	-1	-3.5	5	-6	-0.5
O=C(Cn1nc(-c2ccc(Cl)cc2)ccc1=O)NCCCN1CCN(Cc2ccccc2)CC1	16	5	-1.4	-0.6	1	-3.2	5	3	4.5
Cn1cccc1Cc1nnc(SCC(=O)Nc2nccs2)n1CCc1ccccc1	14	4	0.6	1.7	-5	-2.0	-1	9	-0.2
COCCn1c(CN2CC(C)CC(C)C2)nc2c1c(=O)n(C)c(=O)n2C (stereo not drawn)	15	2	-1.2	0.026	11	5.0	9	16	-0.2
O=C(CN1CCN(S(=O)(=O)c2cc(Cl)ccc2Cl)CC1)Nc1ccc2c(c1)OCCO2	8	1	-0.9	2.5	-8	-0.3	-5	0	0.5
COc1ccc(OC)c(N(CC(=O)N2CCCC2)S(=O)(=O)c2ccc(OC)c(OC)c2)c1	12	-17	-0.6	0.041	4	-0.9	2	1	-1.7
CC(C)c1ccccc1N1CC(C(=O)O)CC1=O (stereo not drawn)	1	-14	-0.3	-0.15	7	-5.2	0	-7	4.9
Cc1cc(C)n(C(=O)CNC(=O)c2ccc3c(c2)OCCO3)n1	x	-9	-2.9	x	x	-5.2	x	6	-0.5
CCn1c(=NC(=O)CSC(C)=O)sc2ccccc21	1	x	x	0.45	9	-2.3	x	9	-1.4
CCOc1ccc(NC(=O)CSc2nc3c(c(=O)n2-c2ccccc2OC)SCC3)cc1	-2	-6	-1.1	x	-7	3.9	8	0	2.2
CCNc1nc(C)cc(COC)c1C#N	16	x	-0.4	4.7*	-8	-0.3	9	8	-0.2
CCC1(C)Cc2c(c(=O)n(-c3ccccc3)c3ncnc(N)c23)CO1 (stereo not drawn)	12	2	0.1	5.5*	1	-0.7	-4	-1	-0.6
Cc1ccc(Nc2nc(C(=O)NCCCN3CCOCC3)cs2)cc1	17	27	-0.9	-0.43	-2	-0.4	1	2	1.1
O=C(c1cc2c(ccc3ccccc32)oc1=O)N1CCN(CCO)CC1	3	-5	-0.6	0.74	12	1.0	-15	7	-0.3
O=C(NCCc1ccccn1)C1CC(=O)N(Cc2ccccc2Cl)C1 (stereo not drawn)	0	-3	0.3	0.36	0	-2.1	-8	-7	0.1
COc1ccc(C(=O)NCC(=O)NC2=NCCS2)cc1	9	-35	-1.0	0.65	-6	0.8	-5	23	-1.1
CCc1ccc(S(=O)(=O)NCc2cn3c(C)csc3n2)s1	13	-8	-0.7	-0.96	4	-3.0	4	-3	0.3
COc1cccc(C(c2nnnn2Cc2ccccc2)N2CCN(C3CCCC3)CC2)c1OC (stereo not drawn)	10	-18	-0.3	-3.5*	-3	3.8	-1	-1	0.6
O=C(Cn1ncc2c1-c1ccccc1OC2)N1CCc2ccccc21	23	14	-1.4	2.2	-5	-4.2	0	-1	-0.3

Sorted by the number under S1P1 ag-PAM (low to high): 3 of the compounds above.
molecule | S1P1 ag-PAM | S1P3 agonist | D1 allo mod | 5HT1a antag | 5HT1a ag | 5HT1E antag | 5HT1E ag
Cc1cc(C)n(C(=O)CNC(=O)c2ccc3c(c2)OCCO3)n1 | -9 | -2.9 | x | x | -5.2 | 6 | -0.5
Cn1cccc1Cc1nnc(SCC(=O)Nc2nccs2)n1CCc1ccccc1 | 4 | 0.6 | 1.7 | -5 | -2.0 | 9 | -0.2
COc1ccc(OC)c(NC(=O)C2CCN(c3ncccn3)CC2)c1 | 8 | -0.4 | 0.6 | -1 | -3.5 | -6 | -0.5

(continued)
SMILES	HEK293 NFkB inh	S1P1 ag-PAM	S1P3 agonist	D1 allo mod	5HT1a antag	5HT1a ag	Jurkat tox 60K	5HT1E antag	5HT1E ag
Cc1cc(Nc2cc(F)ccc2C)n2nc(C)nc2n1	6	-22	-0.8	x	2	0.0	3	20	0.3
O=C(Oc1ccc2c(c1)OCO2)c1cccs1	3	12	-0.4	-0.16	7	-1.5	2	2	-1.0
COc1ccccc1CNC(=O)C1CCCN(S(=O)(=O)c2c(C)[nH]c(=O)[nH]c2=O)C1 (stereo not drawn)	7	x	x	0.74	4	-1.3	x	5	-0.7
Cc1sc2ncn(CC(=O)N(CC(=O)NC3CCCC3)Cc3cccs3)c(=O)c2c1C	11	1	-1.3	-0.033	0	-1.4	6	-3	0.6
COc1ccc(NC(=O)CN(c2cccc(F)c2)S(C)(=O)=O)cc1OC	25	-14	-0.1	1.7	-4	-2.5	6	0	-0.7
CC1=C(C(=O)OCc2ccccc2)C(c2ccc(C)o2)C2=C(CCCC2=O)N1 (stereo not drawn)	6	-15	0.4	-1.9	4	-0.2	-3	1	-0.1
O=C(c1ccco1)N1CCN(C(c2ccccn2)c2nnnn2C2CCCC2)CC1 (stereo not drawn)	-2	-10	0.4	0.57	18	-2.1	-5	8	-1.3
COc1cc(C2c3sc(=O)[nH]c3SC3C4CCC(C4)C23)ccc1O (stereo not drawn)	12	x	x	8.5*	-8	4.7	x	3	0.2
COC(=O)Cn1nc(-c2ccccc2)n(-c2ccccc2)c1=S	12	-2	-0.2	0.96	4	0.1	-9	6	0.3
O=C(Nc1nc2ccccc2s1)C1CCCN1S(=O)(=O)c1ccc(Cl)cc1 (stereo not drawn)	11	-13	-1.3	0.63	10	-0.8	17	6	-0.1
Cc1c(C(=O)NCCCN2CCCC2=O)oc2ccccc12	4	-18	-1.3	-0.55	18	-5.1	2	2	0.1
CCC(C)NC(=O)c1cc(-c2ccccc2O)on1 (stereo not drawn)	-2	-6	-0.2	0.021	15	3.4	-1	18	-1.7
COc1cccc(-c2nnc(SCC(=O)N3CCCc4ccccc43)o2)c1	0	3	-0.8	0.31	8	-2.0	-4	2	-0.6
O=C(CCn1cccc1)Nc1cc(F)ccc1F	15	-14	0.0	0.027	-8	-2.5	2	2	-0.8
Cc1ccccc1NC(=O)NCCN1C(=O)C2C3C=CC(C3)C2C1=O (stereo not drawn)	11	-3	0.1	0.038	7	-1.9	-7	-8	-0.2
CCOC(=O)N1CCN(C(=O)CCSCCc2ccncc2)CC1	7	19	-0.8	-0.67	-3	-3.2	7	5	0.1
COCCn1c(SCC(=O)N2CCCc3ccccc32)nnc1-c1ccco1	8	-36	-1.3	x	1	-3.2	5	7	-1.5
c1ccc2[nH]c(-c3cscn3)nc2c1	x	-5	-3.2	-0.0083	x	0.3	x	1	-0.1
COc1ccccc1NC(=O)c1cccs1	6	-8	-2.0	-1.5	11	-6.8	3	0	-0.8
Cc1ccccc1C(=O)NC1CCN(CC(=O)Nc2nccs2)CC1	11	-6	-0.2	-1	-9	-2.8	-5	-9	-0.5
NC1=NC2=C(CCCC2)C2(CCCCC2)S1	14	-16	-1.4	-0.5	28	-2.0	4	-1	-0.1
CCOc1cc(C2C(C(=O)O)c3cc(OCC)c(OCC)cc3C(=O)N2C)ccc1O (stereo not drawn)	-14	-3	-1.0	-0.23	11	-2.7	-1	1	-0.1
O=C(CN1CCN(c2ccccc2)CC1)Nc1ccccc1C(F)(F)F	15	-6	-0.7	-0.18	-3	0.1	2	2	0.0
CCOC(=O)C1CCN(c2c(Nc3ccc4c(c3)OCCO4)c(=O)c2=O)CC1	8	15	-1.4	-3.4	1	5.0	-2	-4	0.4
CC1(C)CNC(=O)c2sc(NC(=O)CN3CCOCC3)nc2C1	6	x	-0.7	0.54	2	-1.7	-1	-7	-0.5

Brought forward from above: two entries, followed by the next part.
SMILES	HEK293 NFkB inh	S1P1 ag-PAM	S1P3 agonist	D1 allo mod	5HT1a antag	5HT1a ag	Jurkat tox 60K	5HT1E antag	5HT1E ag
CCOC(=O)C1CCN(c2c(Nc3ccc4c(c3)OCCO4)c(=O)c2=O)CC1	8	15	-1.4	-3.4	1	5.0	-2	-4	0.4
CC1(C)CNC(=O)c2sc(NC(=O)CN3CCOCC3)nc2C1	6	x	-0.7	0.54	2	-1.7	-1	-7	-0.5
CC1CCCN(C(C(=O)Nc2ccc3c(c2)OCCO3)c2ccccc2)C1 (stereo not drawn)	12	14	-0.3	-1.5	34	-0.4	2	18	-0.6
CC(C)CCN1CC(C(=O)NCc2ccccc2)CC1=O (stereo not drawn)	-2	-7	-0.7	0.78	2	-0.7	-9	-6	0.1
COC(=O)CSc1nnc(CNS(=O)(=O)c2ccc(C)cc2)n1C	-1	-17	-0.7	0.015	3	-0.3	-2	1	0.4
COC(=O)c1ccccc1Nc1cc(C)nc2nc(C)nn12	4	-44	-1.0	0.42	4	-0.5	5	1	0.7
Cc1ccc(S(=O)(=O)N(C)c2ccc(C(=O)N3CCC(C(N)=O)CC3)cc2)cc1	4	-11	-0.4	-0.7	-2	-1.0	-2	-11	0.3
COc1cccc(CNC(=O)C2CCCN(S(=O)(=O)c3cnc[nH]3)C2)c1 (stereo not drawn)	5	-17	-0.4	-0.072	-1	-0.7	0	2	-0.1
CCn1c(=O)cc(SCC(=O)N2CCCCC2)c2ccccc21	28	x	x	x	-7	0.2	x	-10	0.5
COc1ccc2nc(/N=C\N(C)C)sc2c1	-6	-3	-0.4	0.74	8	-4.7	0	6	0.2
CC1CC(C)CN(CCCNC(=O)CC2Oc3ccccc3NC2=O)C1 (stereo not drawn)	-10	-5	-0.9	x	0	-2.1	-6	-11	0.6
O=C1CC2(CCCCC2)Oc2ccc(O)cc21	12	x	x	-0.55	1	-1.3	x	-6	-0.3

Whole records from above. Screens in order: HEK293 NFkB inh	S1P1 ag-PAM	S1P3 agonist	D1 allo mod	5HT1a antag	5HT1a ag	Jurkat tox 60K	5HT1E antag	5HT1E ag
Shown for CC(C)CCN1CC(C(=O)NCc2ccccc2)CC1=O (stereo not drawn) = -2	-7	-0.7	0.78	2	-0.7	-9	-6	0.1
Shown for CC1CC(C)CN(CCCNC(=O)CC2Oc3ccccc3NC2=O)C1 (stereo not drawn) = -10	-5	-0.9	x	0	-2.1	-6	-11	0.6
Shown for COC(=O)c1ccccc1Nc1cc(C)nc2nc(C)nn12 = 4	-44	-1.0	0.42	4	-0.5	5	1	0.7
Shown for Cc1ccc(S(=O)(=O)N(C)c2ccc(C(=O)N3CCC(C(N)=O)CC3)cc2)cc1 = 4	-11	-0.4	-0.7	-2	-1.0	-2	-11	0.3
